14-3-3 Bad PPI: disrupts binding of bovine 14-3-3 zeta to phospho-Bad peptide; TR-FRET 14-3-3zeta/Dy647-pBad peptide displacement, 1 h; AID 781; inhibition, % at 21.7 µM; hit rate 0.71% among 220,000;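 active means inhibition above about 70%, limit read from the data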;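 further: 0% = full 14-3-3 plus peptide FRET controls and 100% = background without 14-3-3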
Target sequence (P63103 whole entry, looked up): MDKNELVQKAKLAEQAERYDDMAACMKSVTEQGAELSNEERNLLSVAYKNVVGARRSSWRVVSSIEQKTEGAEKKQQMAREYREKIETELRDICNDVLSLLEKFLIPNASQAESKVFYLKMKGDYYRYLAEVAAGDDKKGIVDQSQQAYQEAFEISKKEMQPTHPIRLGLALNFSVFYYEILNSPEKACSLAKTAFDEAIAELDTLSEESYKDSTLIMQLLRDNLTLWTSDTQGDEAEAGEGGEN
eIF4E 4G PPI: blocks eIF4E binding to eIF4G | P63073+Q04637 | TR-FRET eIF4E-eIF4GI(517-606) binding, 2 h | inhibition, % at 21.7 µM | hit rate 0.37% among 220,000 | AID 782;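 further: 0% = full FRET control wells and 100% = background wells lacking eIF4GI fragment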
Thrombin inh: thrombin (human) inhibition; alpha-thrombin, Boc-VPR-AMC fluorogenic substrate cleavage; hit rate 0.26% among 220,000; P00734; AID 1046; inhibition, % at 5 µM;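 active means inhibition at or above 40%; inactive means inhibition below 40%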;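 further: 0% = enzyme with no compound and 100% = wells without enzyme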
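Material: human alpha-thrombin enzyme / Medium: pH 7.5 Tris (50 mM) with NaCl 150 mM, Tween 20 0.05% / Compound: single-point dosing at 5 µM, 0.2% DMSO / Incubation: enzyme reaction carried out at room temperature / Detection: AMC fluorescence, 355/460 nm / Read-out basis: percent inhibition scaled between no-compound controls and no-enzyme blanks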
KCC2 mod: modulates chloride dependent transport by human KCC2 | Q9H2X9 | KCC2 cells, thallium flux FluoZin-2 fluorescence | B-score of Tl+ flux slope (higher = more flux/activation; lower = inhibition) at 10 µM | hit rate 2.2% among 190,000;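 active means thallium flux slope and its plate-corrected score both differing from the plate sample mean at a set confidence after two filtering rounds, in either direction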;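 further: slope of fluorescence scaled to starting intensity during 10 to 20 s after thallium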
KLK5 inh: blocks human kallikrein 5 protease activity. Q9Y337. recombinant hK5, fluorogenic AMC substrate cleavage. inhibition, % at 5 µM. hit rate 0.59% among 210,000;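 active means inhibition of 40% or more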;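 further: 0% = enzyme controls without compound and 100% = no-enzyme blanks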
Target sequence (Q9Y337 67-293 limits assumed): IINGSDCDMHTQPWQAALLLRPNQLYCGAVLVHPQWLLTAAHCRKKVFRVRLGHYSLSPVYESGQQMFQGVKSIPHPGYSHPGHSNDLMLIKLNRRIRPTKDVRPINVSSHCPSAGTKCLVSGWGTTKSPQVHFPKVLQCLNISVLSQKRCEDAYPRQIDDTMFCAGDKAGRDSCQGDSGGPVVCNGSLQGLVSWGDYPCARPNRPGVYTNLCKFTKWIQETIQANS
Rad51 HR inh: blocks human Rad51 in homologous recombination | hRad51 DNA strand exchange, fluorescence dequenching | hit rate 0.085% among 200,000 | Q06609 | AID 1385 | inhibition, % at 10 µM;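 active means inhibition above 40% at the single screening dose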;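 further: 0% = DMSO control wells and 100% = blanks with heterologous ssDNA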
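Assay system: Human Rad51 nucleoprotein filaments preassembled on unlabelled ssDNA | Reagent: Donor/quencher-labelled 47-bp dsDNA substrate | Doses: One concentration, 10 µM final | Times: 37 °C 15-min filament assembly, 30-min compound preincubation, 15-min exchange | Technique: Fluorescein emission 520 nm, excitation 485 nm | Benchmarks: Plate control and blank wells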
Furin inhibitor: human furin inhibition; hit rate 0.061% among 220,000; purified furin, fluorogenic substrate cleavage; inhibition, % at 30 µM; in the data active means inhibition above about 25%; further: inactives centre near -15
NCF1 inh: inhibitors of human p47phox binding. P14598. p47phox/p22phox peptide binding, fluorescence polarization, 2 h. inhibition, % at 24.7 µM. hit rate 0.53% among 220,000;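 further: 0% = p47phox with labelled peptide and 100% = labelled peptide alone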
Target sequence (P14598 whole entry, looked up): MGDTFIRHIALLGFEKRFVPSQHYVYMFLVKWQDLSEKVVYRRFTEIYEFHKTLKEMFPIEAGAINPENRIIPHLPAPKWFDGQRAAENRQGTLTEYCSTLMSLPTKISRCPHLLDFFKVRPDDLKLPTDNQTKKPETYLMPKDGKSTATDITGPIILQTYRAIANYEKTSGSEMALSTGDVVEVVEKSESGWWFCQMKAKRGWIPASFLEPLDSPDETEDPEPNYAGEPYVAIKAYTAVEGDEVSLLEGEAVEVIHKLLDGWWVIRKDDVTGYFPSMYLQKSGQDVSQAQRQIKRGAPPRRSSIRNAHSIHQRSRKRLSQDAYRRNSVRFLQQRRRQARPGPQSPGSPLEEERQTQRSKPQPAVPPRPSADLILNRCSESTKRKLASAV
EBV gp42 inh: blocks Epstein-Barr virus glycoprotein 42 binding | hit rate 0.42% among 220,000 | Fluorescence polarization binding assay, mP read-out | Q1HVG2 | inhibition, % (tested at 21.74 µM); in the data active means inhibition above about 50%
An asterisk follows results filed as active; · = not tested or not shown; [ ] = dose if it differs, or a comment.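 How the source made its calls, unless noted: active means inhibition above about 30% (limit read from the data); inactive means the rest.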

no.	14-3-3 Bad PPI	eIF4E 4G PPI	Thrombin inh	KCC2 mod	KLK5 inh	Rad51 HR inh	Furin inhibitor	smiles	NCF1 inh	EBV gp42 inh
1	0	1	1	0.5	-7	2	-23	O=C(Nc1ccc(Br)cc1F)C1CCCN(S(=O)(=O)c2cnc[nH]2)C1 (stereo not drawn)	-1	1
2	-5	2	-7	0.7	-3	-1	-8	COC(=O)c1cc(C(=O)c2ccc(Cl)cc2)n2c(=O)/c(=C\N(C)C)sc12	-68	62*
3	3	-1	-9	-0.94	-22	1	-26	Cc1ccc(CNC(=O)CS(=O)Cc2nc(-c3cccs3)oc2C)cc1 (stereo not drawn)	-9	-1
4	-12	4	-7	21*	-5	10	-7	COCCN1C(=O)/C(=C/c2cc3c(cc2Br)OCO3)NC1=S	-3	-3
5	-1	-3	2	-0.19	3	16	-11	COc1cc2oc(-c3ccc(O)cc3)cc(=O)c2c(OC)c1O	7	-4
6	1[fluorescence artefact?]	-4	-1	0.6	-1	-1	-12	Cc1nc2sccn2c(=O)c1Br	-9	-1
7	0	0	4	0.77	-3	5	-17	COc1ccc(NC(=O)CN(c2ccc(C(C)C)cc2)S(=O)(=O)c2c(C)noc2C)cc1OC	-8	-3
8	0	-2[fluorescence artefact?]	2	1.3	4	7	-15	CCCCC(CC)CNC(=O)C1CCCN(S(=O)(=O)c2cnc[nH]2)C1 (stereo not drawn)	-9	-9
9	-19	3	-1	-0.33	-4	-1	7[20 µM]	Cc1cc(NC(=O)CSc2nc3c(c(=O)n2-c2ccc(Br)cc2)SCC3)no1	-2	-12
10	-22	2	-2	0.53	15	6	-22	O=C(NC(=O)N1CCCc2ccccc21)c1ccccc1	-4	13
11	-27	3[fluorescence artefact?]	-2	1.5	-13	-39	-12	CCc1c(C)sc(NC(=O)c2cccs2)c1C#N	-41	-20
12	-7	8	2	-0.86	2	-1	-15	O=C(CSc1nc2cc(Cl)ccc2o1)c1cccs1	-19	-22
13	2	1	-3	·	3	0	-23	O=C(OCC(CO)OC(CO)n1ccc(=O)[nH]c1=O)c1ccccc1 (stereo not drawn)	-8	-12
14	-6	-1	1	·	-17	-6	-14[20 µM]	O=C(CCN1C(=O)c2ccccc2C1=O)N1CCC(c2ccccc2)C1 (stereo not drawn)	-11	-14
15	15	5[fluorescence artefact?]	5	1.1	-5	·	3	Cc1cc(C2=NNC(=NC3CC3)SC2)c(C)n1-c1c(C)n(C)n(-c2ccccc2)c1=O	13	-1
16	0	0	-11	-1	-1	4	-26	Cc1nn(C)cc1S(=O)(=O)Nc1ccc2c(c1)OCCO2	-6	-2
17	6[fluorescence artefact?]	2[fluorescence artefact?]	4	0.86	8	-2	-9[20 µM]	Cc1ccc(C(=O)NC(=S)Nc2cccc3nsnc23)cc1	-17	-5
18	10	-6	1	-0.086	2	-44	-18	COc1ccc(NC(=O)CCl)cn1	-8	71*
19	-2	-1	2	-0.084	5	-8	-19	CCN(CC)C(=O)c1sc(NC(=O)c2ccc(OC)c([N+](=O)[O-])c2)c(C#N)c1C	-25	-8
20	-14	1	46*	0.085	17	-4	-10	Nc1nnc(SCCCC(=O)c2ccccc2)s1	7	-4
21	2	0[fluorescence artefact?]	-8	0.38	3	2	-12	CCOC(=O)c1cc(-c2ccccc2)sc1NC(=O)C(C)C	5	-4
22	8	-1	-8	0.48	7	·	-28	CC(C)c1nnc(SCC(=O)NC(C)(C)C)n1C	·	-8
23	73*	55*	0	0.78	-16	0	-7	COC(=O)c1ccc(=O)c2nc3/c(=C/O)c(O)cc(=O)c3[nH]c12	-10	98*
24	-12	-2	-2	-1.5	0	0	-18	CC(C)(C)n1ncc2c(=O)n(CC(=O)N3CCCC3)cnc21	-2	-9

Some of the entries above, set out differently:
21: CCOC(=O)c1cc(-c2ccccc2)sc1NC(=O)C(C)C
24: CC(C)(C)n1ncc2c(=O)n(CC(=O)N3CCCC3)cnc21
23: COC(=O)c1ccc(=O)c2nc3/c(=C/O)c(O)cc(=O)c3[nH]c12

assay / entry | 21 | 24 | 23
14-3-3 Bad PPI | 2 | -12 | 73*
eIF4E 4G PPI | 0[fluorescence artefact?] | -2 | 55*
Thrombin inh | -8 | -2 | 0
KCC2 mod | 0.38 | -1.5 | 0.78
KLK5 inh | 3 | 0 | -16
Rad51 HR inh | 2 | 0 | 0
Furin inhibitor | -12 | -18 | -7
NCF1 inh | 5 | -2 | -10
EBV gp42 inh | -4 | -9 | 98*

Next compounds.
no.	14-3-3 Bad PPI	eIF4E 4G PPI	Thrombin inh	KCC2 mod	KLK5 inh	Rad51 HR inh	Furin inhibitor	smiles	NCF1 inh	EBV gp42 inh
25	-6	-3	-7	1.4	7	3	-22	O=C(CSc1ncccn1)N1CCCc2ccccc21	3	-12
26	3	-3[fluorescence artefact?]	0	-0.42	-8	8	-12	Cc1ccccc1OCCCC(=O)Nc1ccc(N2CCOCC2)cc1	-4	0
27	0	2	-3	-0.0092	-4	-2	-17	O=C(Cn1ncc(Cl)c(Cl)c1=O)N1CCOCC1	2	-4
28	-27	-1	-10	0.54	-6	17	-12	Cc1cc(NC(=O)CSc2nnc(-c3ccccc3)o2)no1	-12	-6
29	-3[fluorescence artefact?]	1[fluorescence artefact?]	-2	·	-3	14	-13	COc1ccc(C(=O)NCCCn2ccnc2)cc1	0	-15
30	-2[fluorescence artefact?]	0[fluorescence artefact?]	-1	1.1	3	3	-14	O=C1CCCc2nn(-c3ccccc3)c(-c3ccncc3)c21	-5	13
31	-3	-4[fluorescence artefact?]	2	1.1	-21	7	-5	O=C(NNC(=O)C1CCN(S(=O)(=O)c2ccc(Cl)cc2)CC1)c1ccccc1	1	-2
32	-8	-10	-5	0.71	-14	6	-4	COc1ccc(CN(Cc2nc3ccccc3c(=O)[nH]2)C(=O)C(C)(C)C)cc1	-17	-21
33	-9	1[fluorescence artefact?]	-1	2.5	-9	4	-14[20 µM]	CC(C)(C)NC(=O)COC(=O)c1nsc(Cl)c1Cl	-20	-9
34	37	-4	2	1.4	-22	15	-2	C/C(=N\Nc1nc2ccccc2[nH]1)c1ccc([N+](=O)[O-])cc1	20	-9
35	-5	-17	0	0.62	2	-5	-8[20 µM]	Cc1ccc(C)c2nc(SCC(=O)NCc3cccs3)c(C#N)cc12	-32	-26
36	11	-18	-6	-1.2	-10	0	-12[20 µM]	CCCCN(Cc1ccccc1)C(=O)C1CCN(S(=O)(=O)c2c(C)noc2C)CC1	-1	-7
37	-1	3[fluorescence artefact?]	-2	0.0044	-12	·	-26	CC(=O)Nc1ccc(OCC(O)CN2C(C)(C)CC(O)CC2(C)C)cc1 (stereo not drawn)	-12	-14
38	-2	5	-6	-5.6*	1	-87	-18	CCOc1ccc(N2C(=O)C3Sc4[nH]c(=O)sc4C(/C=C/c4ccccc4)C3C2=O)cc1 (stereo not drawn)	-22	-11
39	-10	0[fluorescence artefact?]	5	1.4	-2	-7	-24	Cc1ccc(C(=O)NC(=S)Nc2cccc(-c3nc4ccccc4s3)c2)cc1	-10	4
40	3	-1	-12	0.42	-2	3	-17	CCC[n+]1c(C)sc2c(OC)ccc(OC)c21	-34	4
41	-12	-1	-7	·	3	-2	-35	COc1cc(C(=O)N/N=C(\C)c2ccc3c(c2)OCO3)cc(OC)c1OC	0	-10
42	2	2	3	0.6	8	·	-10	Cc1ccc(-n2nnc(-c3cnc4ccccc4c3)n2)cc1	-3	-5
43	10	1	3	·	9	·	-7[20 µM]	Cc1ccccc1NC(=O)CSc1nc(N)c(C#N)cc1C#N	-17	-4
44	-9	0	-5	0.1	·	-9	-17	Cc1nn(C)cc1S(=O)(=O)N1CCN(Cc2ccc(F)cc2Cl)CC1	12	16
45	-2	1	-2	0.45	0	16	-25	CCCCOc1ccc(CSCCN)cc1Cl	-12	-8
46	-3	15[fluorescence artefact?]	4	0.011	-15	-1	-14	CC(C)CCNC(=O)C(c1ccco1)N(Cc1ccc(F)cc1)C(=O)c1snc(C(N)=O)c1N (stereo not drawn)	9	-3
47	-5	-4	·	0.32	-5	0	-28	CCN(CC)S(=O)(=O)N1CCN(S(=O)(=O)N2CCOCC2)CC1	3	-1
48	-7	-2	-4	0.11	2	4	-9	COCCN1C=C2C(=O)C(C)(OC(=O)c3cccs3)C(=O)C=C2C=C1CCCC(=O)OC (stereo not drawn)	1	8
49	-10	-10	4	·	1	·	-12	CCCCCc1nc2ccccc2c(=O)n1N	5	-17
50	2	8	3	-0.63	-5	2	-17	CCOC(=O)CN(C(=O)COc1nc(-c2ccccc2)cc(C)c1C#N)c1ccccc1C	2	-13
51	1[fluorescence artefact?]	-3[fluorescence artefact?]	0	·	35	·	-15	C/C(=C\C(=O)c1ccc(C)cc1)Nc1cccc(O)c1	-11	13
52	·	·	-5	-0.18	-3	-7	4	COC(=O)c1c(N)c(C#N)c2n1CCCCC2	0	-5
53	-9[fluorescence artefact?]	22[fluorescence artefact?]	-5	0.19	-6	3	-3	COc1cccc(/C=N/NC(=O)CCCC(=O)Nc2ccc(Br)cc2)c1	-9	5
54	5	2	-7	-1.3	-27	12	-21	CCOc1ccccc1C(=O)Nc1nn[nH]n1	-4	1
55	10	5	-1	0.38	-24	-2	-18	CC1(C)Cc2c(sc3ncn4nc(CCC(=O)O)c(=O)nc4c23)CO1	-10	-6
56	10[fluorescence artefact?]	-26[fluorescence artefact?]	-4	1.5	-16	1	-15[20 µM]	COc1ccc(-c2cc(C(=O)Nc3cccc(C(C)=O)c3)no2)cc1	-9	-10
57	-1	8	6	·	-6	-3	-14[20 µM]	CCc1cc(-c2n[nH]c(C)c2Oc2ccc(C(C)C)cc2)c(O)cc1O	-12	-7
58	48	-5	-5	0.48	-21	0	3	CCCS(=O)(=O)N1CCCC(C(=O)N2CCN(c3ccccn3)CC2)C1 (stereo not drawn)	3	-25
59	-3	-2	3	0.12	-4	-5	-12	Cc1cc(-c2nc(C)c(C(=O)NNC(=O)NC(C)C)s2)no1	1	1
60	-16	-6	-3	0.35	-3	5	-26	O=C(COC(=O)CCc1nc2ccccc2n1-c1ccccc1)Nc1ccc(N2CCCCC2)cc1	-16	-19
61	-6	8[fluorescence artefact?]	1	-0.077	23	-9	-28	O=C(NCCCN1CCCC1=O)c1cc(=O)c2ccccc2o1	2	-3
62	-2[fluorescence artefact?]	-3	-5	0.067	-14	·	-19	Cc1cccc2c(CC(=O)Nc3ccccc3)noc12	-3	-4
63	9[fluorescence artefact?]	-5	3	0.76	-3	0	-36[20 µM]	CCCOc1ccc(-c2nnc(-c3cccs3)o2)cc1	0	-25

High-throughput results deposited in PubChem BioAssay by several laboratories.

Compounds as they come; overall some 4.7% were active at least once.
